Screening data from PubChem BioAssay.
phage Ecoli inh: growth loss of phage-infected E. coli, primary screen, RecBCD inhibitor project, absorbance, with phage, HTS. inhibition, % at 11.9 µM. actives 0.26% (n = 360,000); in the data active = inhibition above about 11%
Wnt bcat act: Wnt/beta-catenin pathway activators, primary screen, cell-based, plate reader, single point; Wnt/beta-catenin reporter cell assay, activator; activation, % at 9.35 µM; actives 1.2% (n = 300,000); AID 743398, 2014; in the data active = activation above about 30%, passing the limit was not always enough; inconclusive = no clear call, values can overlap the other calls;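 also: 0% = neutral control wells and 100% = positive control wells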
Ecoli viability: E. coli V3065 growth inhibition, primary screen, counter-screen for AddAB inhibitor project, absorbance, OD600; 18 h; inhibition, % at 11.9 µM; actives 0.27% (n = 330,000); AID 449728, 2010;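 active = inhibition above the campaign's mean inhibition across all tested compounds plus 3 SD, cut at about 9.9% in these data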;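 also: uninfected addAB+ strain grown without phage in ampicillin broth; 0% = DMSO wells and 100% = ciprofloxacin 0.95 µg/ml wells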
CAL PDZ FP: CAL PDZ peptide-binding inhibitors, primary screen, biochemical, fluorescence polarization, Cer-tagged CAL PDZ, HTS; actives 0.02% (n = 330,000); inhibition, % at 20 µM; purified CAL PDZ, TMR-peptide fluorescence polarization, 1 h; Golgi-associated PDZ and coiled-coil motif-containing protein (Homo sapiens), Q9HD26; AID 504414, 2011;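 active = highest replicate inhibition of at least 40%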;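 also: plate controls were DMSO neutral control wells for no effect and unlabeled competitor peptide control wells for full effect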
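Assay system – tagged CAL PDZ protein CerCALP, purified · Timing – 1 h at RT · Compound – single point, 20 µM · Measured by – fluorescence polarization from S- and P-plane intensities, G-factor corrected · Evaluation – inhibition from polarization loss · Probe or stimulus – TMR reporter peptide T*-PRC34 · Buffer or medium – pH 7.4 phosphate-saline buffer, reducing agent, detergent, IgG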
Tat export inh: E. coli Tat export inhibitors, primary screen, MC4100, TorA-mCherry reporter, fluorescence, single point; inhibition, % at 10 µM; actives 0.036% (n = 340,000); AID 488895, 2010;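 active = mean replicate inhibition at least 50% and at least half of replicates individually reaching 50%; inconclusive = only one of the two criteria met; inactive = neither criterion met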;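 also: exported cargo escapes ClpAP degradation while cytoplasmic cargo is degraded and loses fluorescence; 0% = median of neutral control wells and 100% = median of NaSCN control wells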
DAGLB inhibitor: DAGLB lipase inhibitors, primary screen, biochemical, fluorescence, HTS; Diacylglycerol lipase-beta (Homo sapiens), Q8NCG7; AID 504411, 2011; HEK293T DAGLB membrane lysate, EnzChek fluorogenic substrate; actives 0.059% (n = 340,000); inhibition, % at 5.17 µM; in the data active = inhibition above about 34%;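 also: 0% = enzyme with vehicle and 100% = wells lacking enzyme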
Target sequence (Q8NCG7 whole entry, looked up): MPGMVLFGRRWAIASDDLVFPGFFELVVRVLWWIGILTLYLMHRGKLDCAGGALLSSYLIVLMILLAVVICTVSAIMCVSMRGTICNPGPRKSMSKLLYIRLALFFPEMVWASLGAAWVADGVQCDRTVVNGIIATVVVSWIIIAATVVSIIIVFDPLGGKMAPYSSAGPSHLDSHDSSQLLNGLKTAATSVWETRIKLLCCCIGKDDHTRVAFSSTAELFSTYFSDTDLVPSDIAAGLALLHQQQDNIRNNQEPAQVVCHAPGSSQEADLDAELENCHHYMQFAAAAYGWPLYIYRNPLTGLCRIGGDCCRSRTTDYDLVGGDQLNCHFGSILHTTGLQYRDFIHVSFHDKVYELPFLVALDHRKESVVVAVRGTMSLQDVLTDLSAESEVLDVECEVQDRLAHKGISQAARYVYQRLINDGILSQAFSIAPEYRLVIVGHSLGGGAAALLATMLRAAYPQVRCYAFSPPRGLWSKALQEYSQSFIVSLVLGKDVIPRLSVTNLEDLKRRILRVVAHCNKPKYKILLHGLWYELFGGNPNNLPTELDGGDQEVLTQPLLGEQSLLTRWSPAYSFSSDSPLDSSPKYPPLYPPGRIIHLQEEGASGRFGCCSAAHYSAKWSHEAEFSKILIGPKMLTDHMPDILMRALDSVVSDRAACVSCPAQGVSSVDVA
AddAB inh: growth inhibition of E. coli expressing H. pylori AddAB, primary screen, AddAB inhibitor project, absorbance. inhibition, % at 11.9 µM. actives 0.29% (n = 330,000). AID 435030, 2010; in the data active = inhibition above about 12%;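 also: 0% = vehicle wells of infected cells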
PvdQ inh: P. aeruginosa PvdQ acylase inhibitors, primary screen, biochemical, fluorescence, plate reader and imaging, single point. actives 0.063% (n = 340,000). inhibition, % at 10 µM. purified PvdQ acylase; in the data active = inhibition above about 30%, passing the limit was not always enough; inconclusive = no clear call, values can overlap the other calls;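 also: 0% = vehicle neutral wells and 100% = reference inhibitor wells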
Rtt109 Vps75: inhibitors of C. albicans Rtt109/Vps75 HAT, primary screen, biochemical, ThioGlo CoA-SH fluorescence, plate reader. purified Rtt109/Vps75, 4 h. actives 0.16% (n = 330,000). Histone acetyltransferase RTT109 (Candida albicans (strain SC5314 / ATCC MYA-2876)), …. inhibition, % at 34.9 µM;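 active = inhibition of at least 50% in every replicate; inconclusive = best replicate reaches 50% inhibition but some replicates fall short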
Target sequence (Q5AAJ8 whole entry, looked up): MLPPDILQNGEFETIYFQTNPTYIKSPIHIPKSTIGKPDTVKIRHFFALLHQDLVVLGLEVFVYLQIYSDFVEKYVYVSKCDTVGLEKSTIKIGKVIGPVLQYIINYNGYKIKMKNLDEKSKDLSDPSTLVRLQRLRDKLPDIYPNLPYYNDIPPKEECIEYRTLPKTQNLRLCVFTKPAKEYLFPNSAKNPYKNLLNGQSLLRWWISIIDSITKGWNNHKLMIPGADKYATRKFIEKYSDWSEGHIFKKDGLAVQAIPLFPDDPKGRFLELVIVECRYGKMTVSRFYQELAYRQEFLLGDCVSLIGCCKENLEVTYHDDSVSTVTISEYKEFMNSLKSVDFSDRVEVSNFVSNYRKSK
PfHsp90 set2: growth inhibition of PfHsp90-expressing yeast, primary screen, antimalarial PfHsp90 inhibitor project, S. cerevisiae, BacTiter-Glo luminescence, single point, set 2; BacTiter-Glo ATP, 48 h; yeast lacking PDR1 and PDR3 efflux regulators; inhibition, % at 9.4 µM; actives 0.32% (n = 310,000); AID 504621, 2011;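 active = every replicate shows inhibition above about 80%, whatever the replicate mean, limit read from the data; inconclusive = mean inhibition reaches the set limit but some replicate falls short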;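 also: 0% = DMSO neutral controls and 100% = 20 µM radicicol positive controls; yeast relying on Plasmodium falciparum Hsp90 in place of its own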
Active calls of the source: *; ? = inconclusive; . = not tested or not shown.

SMILES	phage Ecoli inh	Wnt bcat act	Ecoli viability	CAL PDZ FP	Tat export inh	DAGLB inhibitor	AddAB inh	PvdQ inh	Rtt109 Vps75	PfHsp90 set2
COc1cccc(-c2nc(SCC(=O)Nc3nc(-c4ccccc4)c(C)s3)[nH]c(=O)c2C#N)c1	1.9	-3	-0.1	-2.3	-1	15	0.0	-22	-5	-119
CN(C)CCNC(=O)/C=C/c1cn(-c2ccccc2)nc1-c1cc2ccccc2oc1=O	2.7	0	-1.7	-3.6	-3	0	-0.1	-8	-9	6
O=C(NCCCN1CCOCC1)c1ccc2c(c1)N(Cc1ccc(Cl)cc1)C(=O)c1ccccc1S2=O (stereo unspecified)	-0.5	4	-2.4	-2.3	-5	1	3.1	-24	0	22
Cn1c(=O)c2[nH]c(C3CCC3)nc2n(C)c1=O	3.4	-1	.	-0.4	14	-3	.	10	12	5
CCOc1ccc(Nc2nc(Cl)nc(NCCO)n2)cc1	3.2	-1	-2.2	-0.8	-4	0	4.1	-17	-3	9
CCC1(CC)Cc2ccccc2C2=C(C(=O)N3CCCCC3)C(=O)C(=O)N21	3.2	-2	-0.5	-2.7	-7	2	0.2	-8	1	-25
CC12CCC(=O)C=C1CCC1C2CCC2(C)C(C(=O)CO)CC(O)C12 (stereo unspecified)	1.2	0	.	-0.3	0	0	.	-1	5	2
O=C(c1ccccc1NS(=O)(=O)c1cccc([N+](=O)[O-])c1)N1CCOCC1	0.6	.	-0.9	-1.5	-4	0	-1.2	2	-2	-16
CCNc1ccc(Br)cc(C(=O)/C=C/c2c(Cl)cccc2Cl)c1=O	.	.	-2.7	0.7	14	19	0.2	-10	11	29
Cn1nc(C(=O)OCC(=O)c2ccc(Br)cc2)c2ccccc2c1=O	0.4	-5	0.7	0.4	-3	1	3.2	-9	-2	-3
CN(C)c1ccnc(C(=O)O)c1	4.1	1	0.9	-1.8	4	2	-1.1	-16	5	-3
Cc1cc(C)cc(OCC(=O)Nc2ccc(N3CCOCC3)cc2N2CCOCC2)c1	6.3	-2	-1.8	-1.2	1	-4	-0.8	8	1	-1
O=C(CCN1C(=O)c2ccccc2C1=O)Nc1cccc(O)c1	2.5	1	1.5	-0.7	6	2	1.6	-15	-15	18
COc1ccccc1Nc1ccncc1[N+](=O)[O-]	3.3	2	-1.6	-0.4	-3	0	0.5	2	14	5
Oc1ccc(Oc2ccc(Oc3ccc(O)cc3)cc2)cc1	6.5	4	4.5	0.3	-9	-4	8.3	-15	-1	-91
CCOC(=O)c1cc2n(c1C)-c1ccccc1C2=O	2.4	.	-1.2	-0.7	-7	-4	0.0	-7	0	-4
CCc1nnc(NS(=O)(=O)c2ccc(NC(=O)c3cccc(Br)c3)cc2)s1	-1.6	-1	1.9	-2.8	8	8	2.0	-8	7	-8
CC(C)Oc1ccc(CN2CCC(n3nccc3NC(=O)CCc3ccccc3)CC2)cc1	-1.0	0	-1.8	0.0	5	0	1.5	-1	-4	4
O=C(Nc1c2c(nn1-c1ccc(F)cc1)CS(=O)C2)c1ccc2c(c1)OCO2 (stereo unspecified)	1.6	-1	3.1	-1.1	3	-3	-0.9	0	-9	-5
COc1cc(C(=O)NCCC(=O)N2CCCCC2)cc(OC)c1OC	1.4	0	-1.0	-0.9	-2	-3	-0.2	-13	-1	-7
Cc1cccc(CCNC(=O)CC2C(=O)NCCN2Cc2ccc(F)c(F)c2)n1 (stereo unspecified)	-0.2	0	-0.6	-0.9	6	0	-0.5	-13	2	19
CCOC(=O)c1c(C)n(CC)c2ccc(OC(=O)c3ccc([N+](=O)[O-])cc3)cc12	3.4	-3	0.0	-0.4	-5	-5	1.6	0	11	-4
COc1ccccc1-c1n[nH]c(=S)n1-c1ccccc1	2.8	.	0.0	-0.8	-3	4	1.9	9	12	2
COc1cc(/C=N/Nc2ccccc2[N+](=O)[O-])ccc1OC(=O)c1ccccc1F	3.1	-7	-0.7	-1.4	1	-1	-3.5	-9	.	-26

Another view of part of the listing above:
Under each structure – phage Ecoli inh	Wnt bcat act	Ecoli viability	CAL PDZ FP	Tat export inh	DAGLB inhibitor	AddAB inh	PvdQ inh	Rtt109 Vps75	PfHsp90 set2
> Cc1cc(C)cc(OCC(=O)Nc2ccc(N3CCOCC3)cc2N2CCOCC2)c1
    6.3	-2	-1.8	-1.2	1	-4	-0.8	8	1	-1
> O=C(CCN1C(=O)c2ccccc2C1=O)Nc1cccc(O)c1
    2.5	1	1.5	-0.7	6	2	1.6	-15	-15	18

Carrying on:
SMILES	phage Ecoli inh	Wnt bcat act	Ecoli viability	CAL PDZ FP	Tat export inh	DAGLB inhibitor	AddAB inh	PvdQ inh	Rtt109 Vps75	PfHsp90 set2
COc1cccc(-c2nn(-c3ccccc3)cc2CN(C)C(C)c2ccncn2)c1 (stereo unspecified)	2.9	1	-2.1	-2.3	?	-3	1.2	-14	0	8
COc1ccc(NC(=O)CCNC(=O)c2ccco2)cc1OC	5.0	2	4.5	-2.1	-3	0	5.9	-6	13	-52
Cc1c(C(=O)N2CCOCC2)sc(NC(=O)c2ccccc2F)c1C#N	1.7	0	2.0	-0.9	5	-1	1.8	6	3	24
CC1(C)Cc2c(sc3nc(-c4ccccc4)oc(=O)c23)CO1	1.7	9	3.0	-1.7	3	-3	0.7	-10	-5	-4
Cc1ccc(C(C)C)c(OCC(O)CN2CCc3ccccc3C2)c1 (stereo unspecified)	0.4	-5	-1.0	0.2	4	-12	4.8	-13	1	-10
COC(=O)c1ccccc1NC(=O)COc1ccc(S(=O)(=O)N2CCCC2)cc1C	4.3	-6	1.6	0.0	-1	2	1.4	-1	7	26
CCN(CC)c1ccc(C(=O)c2cnc(/N=C/N(C)C)s2)cc1	2.6	-2	1.8	-0.5	13	2	6.6	-2	8	2
O=C(CN1C(=O)NC2(CCCCCCC2)C1=O)N1CCN(C(=O)c2ccco2)CC1	2.0	.	0.7	-0.5	-1	1	2.4	-1	-3	.
CCC(=O)N(CCC(Cc1ccccc1)c1ccc2c(c1)OCO2)Cc1ccccc1F (stereo unspecified)	-5.2	21	0.2	-1.8	19	-8	-1.4	2	0	-3
O=C(O)Cc1sc(-c2ccccc2Cl)nc1-c1ccccc1	3.4	-3	0.0	-2.0	-1	4	-0.3	-9	.	-8
O=C(Nc1nncs1)c1ccccc1NS(=O)(=O)c1cccs1	2.0	.	1.0	-2.1	1	5	2.4	8	-59	12
COC(=O)C1=C(NC(=O)C2CCCCC2)CCS1	1.7	-3	.	0.1	-5	0	.	6	5	8
COC(=O)CSc1ncc(C#N)c(N)n1	2.2	1	1.5	-0.7	-1	-3	1.7	10	24	.
Cc1ccc(S(=O)(=O)N(CC(=O)Nc2cccc(C)c2C)C(=O)N2CCN(C)CC2)cc1	2.9	-5	.	-2.0	2	-1	.	-6	-5	.
C[C@@H]1C(NC(=O)c2ccccc2)CC2CC1C2(C)C (stereo partly specified)	4.7	-1	1.3	.	6	-3	3.2	-18	-4	-12
COc1ccc(C(=O)N2CCN(Cc3ccc(OC)c(OC)c3)CC2)cc1	-2.5	-1	0.7	0.1	6	-4	2.3	-23	-14	-25
COc1ccc(C(CNC(=O)CN(C)S(=O)(=O)c2ccc(C)cc2)N2CCCC2)cc1 (stereo unspecified)	2.1	-1	-2.1	0.1	-7	1	0.0	-14	-1	-3
CCN1CCc2c(OCC(=O)Nc3ccccc3)cccc2C1=O	-0.6	-2	-0.2	0.7	-20	0	-0.9	-14	-2	15
Cc1ccc(OCCn2c(C)c(/C=N/n3cnnc3)c3ccccc32)cc1	-2.1	.	-2.6	-3.2	-3	-1	-1.0	-9	-4	-15
Cc1nc2c(C)cccc2c2c1COC2	0.8	-4	2.0	-0.2	-10	1	-0.4	-8	-3	4
COCCN(C(=O)Nc1ccc(OC)cc1OC)C1CCN(C(C)=O)CC1	0.5	.	0.8	-0.1	-1	-3	1.4	-18	1	-3
CCN1C(=O)C(=O)N(CC(=O)Nc2cc(C)ccc2C)C1=O	0.2	-4	1.6	0.3	-5	-1	3.7	-14	0	-17
O=C(NCCCN1CCOCC1)c1csc2c1CCCC2	1.7	2	-1.0	-2.3	-4	3	-0.9	-8	-2	0
O=C(NNC(=O)C1CC1c1ccccc1)c1ccccc1F (stereo unspecified)	4.4	1	1.9	-0.7	-15	-2	1.9	-5	-1	-13
COc1ccccc1C1C2=C(N=C3SCC(=O)N31)c1ccccc1CC2 (stereo unspecified)	2.8	-2	0.9	-0.8	6	-3	3.2	-11	-11	47
CCCC(c1nnnn1CCOC)N1CCN(c2cccc(OC)c2)CC1 (stereo unspecified)	1.3	-1	.	-1.1	3	2	.	-7	-3	-28
COc1cccc(NC(=O)CN(C)C(=O)c2ccc(COc3ccccc3)cc2)c1	4.3	-2	-0.7	0.6	5	-2	-0.3	-1	0	-6
COc1ccc(NC(=O)c2ccc3c(c2)C(=O)N(Cc2cccnc2)C3=O)cc1	3.5	.	-0.7	0.4	15	-1	2.7	-12	-6	-2
CCn1c(CNc2ccc(Cl)cc2)nnc1SCC#N	0.9	2	-3.0	0.3	-3	1	4.2	2	2	-6
O=C(NCc1ccccc1)c1nccnc1CO	2.3	0	-1.1	-0.8	-7	1	-1.6	-14	-8	4
COc1cc(C(C(=O)NC2CCCC2)N(CCO)C(=O)Cn2nnc(-c3ccc(C)o3)n2)ccc1O (stereo unspecified)	1.8	-1	0.7	-2.1	-9	1	-0.1	-4	-6	5
Cc1cccc(NC(=O)NCC(c2ccco2)N2CCCCC2)c1 (stereo unspecified)	1.7	-2	-0.5	-2.0	3	-1	-0.8	-14	10	14
O=C(NCCCN1CCOCC1)/C(=C/c1cccnc1)NC(=O)c1ccccc1	2.9	-1	1.7	0.0	0	1	-1.0	-4	1	0
O=C(N/N=C/c1ccc2nccnc2c1)c1ccc(Br)cc1	2.5	0	2.1	.	.	.	0.7	.	.	.
CCC(C)Sc1nc2c(c(=O)n1C)SC(C)C2 (stereo unspecified)	3.5	-1	0.5	-0.4	2	-4	-4.2	0	-1	-3
COc1ccc(-c2cc(C(F)(F)F)nc(-n3cc(Cl)cn3)n2)cc1	1.7	-6	-0.9	-1.8	5	-6	5.4	5	-3	.
C=CCc1cccc(CNn2cnnc2)c1O	0.7	-1	1.0	-0.1	2	-1	5.2	-7	1	-6
Cc1cccc(N=C2NC(=O)CS2)c1C	1.4	-1	0.6	0.3	-11	0	0.9	8	1	.
COc1ccc(C(=O)NCCn2ccc3ccccc32)cc1	-2.1	.	0.9	-1.8	0	-3	2.4	-12	-7	5
Cc1ccc(NC(=O)COC(=O)c2nn(C)c(=O)c3ccccc23)cc1F	0.5	-1	0.4	-2.8	-3	-8	1.2	-5	0	-22
